Source: PubChem (NCI)
All columns: NCI-60 one-dose screen, growth in % after 48 h at 10 µM unless noted; 100 = growth as untreated, 0 = no growth, -100 = all killed.
LOX IMVI – LOX IMVI melanoma; hit rate 7.4% among 79,000
T-47D – T-47D breast cancer | hit rate 5% among 79,000
MCF7 – MCF7 breast cancer; AID 1794796; hit rate 6.3% among 82,000
MDA-MB-231 – MDA-MB-231 breast cancer; hit rate 5% among 81,000; AID 1794789
MDA-MB-468 – MDA-MB-468 breast cancer; AID 2202374; hit rate 8.5% among 78,000
BT-549 – BT-549 breast cancer. hit rate 4.4% among 78,000. AID 1794793
HS 578T – HS 578T breast cancer; hit rate 4.1% among 78,000
MALME-3M – MALME-3M melanoma | hit rate 5.8% among 78,000
Numbers without * were called inactive; x = not tested or not shown; ! = a repeat was not active. The calls were made as follows: active = growth percent below 10; inactive = the rest.

Results follow in this order: LOX IMVI	T-47D	MCF7	MDA-MB-231	MDA-MB-468	BT-549	HS 578T	MALME-3M
- O=S(=O)(Nc1nc2cc(F)ccc2n2cccc12)c1ccccc1
    94	88	73	100	92	99	91	108
- COc1ccc(/C=N/N2C(=O)c3ccccc3C2=O)cc1OC
    97	98	95	82	101	80	112	108
- O=C(O)c1ccc(C(F)(F)F)cc1
    107	118	120	111	112	98	101	100
- Cc1c(C(C)N)nnn1-c1ccccc1 (stereo unspecified)
    97	95	94	109	126	101	97	102
- Cc1cc(NC(=O)c2ccccc2)nc(C)n1
    94	101	65	98	87	75	x	97
- OCc1nc2ccc(Cl)cc2[nH]1
    88	92	96	94	98	114	95	111
- CCCn1cnc2c(SCc3ccccc3)nc(N)nc21
    104	112	106	91	114	98	116	126
- COc1ccc(/C=N/C2=C(C#N)C(c3ccc(Cl)cc3)c3ccc4ccccc4c3O2)cc1 (stereo unspecified)
    87	73	71	70	110	86	86	101
- Cc1ccsc1[C@@H]1C[C@@H]2Cc3cc(Cl)ccc3N1O2
    82	100	93	89	107	96	x	91
- Cc1c2c(cn1Cc1ccccc1)CCc1cn(C)nc1-2
    85	88	85	89	x	74	x	101
- Cn1c(=O)c2c(nc(NC3=NS(=O)(=O)c4ccccc43)n2CC(=O)Nc2ccc(S(N)(=O)=O)cc2)n(C)c1=O
    94	114	95	92	100	92	92	98
- CN(C)C(=O)c1ccccc1
    107	108	101	106	106	112	120	108
- Cc1ccccc1NC(=O)c1sc2nc3c(cc2c1N)CCCC3
    41	30	13	53	12	63	56	54
- COc1ccc(OC2=CC(=O)c3ccc(C)nc3C2=O)cc1
    76	80	72	90	86	91	83	128
- COC(=O)CNC(=O)[C@H](Cc1ccccc1)NCc1ccco1
    96	99	105	106	95	106	109	93
- Cc1nc2sc(C(=O)Nc3ccc(Br)cc3)c(N)c2cc1C(=O)c1ccccc1
    93	87	91	96	100	109	93	103
- COc1cccc(-c2nn(-c3ccccc3)cc2-c2ccnc(NCCCNC(=O)c3ccccc3)c2)c1
    66	4.2*	33	46	15	14	51	57
- CCCCCCCC(=O)NCc1ccc(OCC(=O)NO)c(OC)c1
    100	97	97	96	93	109	104	101
- CC(=O)OCC1OC(OC(C)=O)C(NC(=O)NS(=O)(=O)c2ccc(Cl)cc2)C(OC(C)=O)C1OC(C)=O (stereo unspecified)
    99	104	100	109	102	110	102	106
- Cc1ccc(-c2nc(C(Cl)Cl)n3nc(-c4ccccc4)cc3n2)cc1
    x	-6.5*	19	12	-21*	71	32	75
- Nc1nc(Cl)c2[nH]c(Cl)nc2n1
    97	88	92	100	97	94	94	93
- CC(C)c1nn(-c2ccccc2)c(N2CCCCC2)c1/C=N/NC(N)=S
    x	67	76	107	90	85	103	104
- O=C(NNC(=O)c1cccc2ccccc12)c1ccc(Br)cc1
    100	89	106	106	97	106	108	x
- C=C1CC[C@@H]2[C@@](C)(CCC[C@]2(C)C(=O)O)[C@@H]1CC[C@H](CO)CCO
    99	90	101	105	108	x	107	94
- COC(=O)CC(CC(=O)C(=O)OC)C(=O)OC (stereo unspecified)
    96	100	100	115	111	108	111	96
- CCC(O)(CCN(C)C)c1ccccc1 (stereo unspecified)
    95	78	103	96	84	96	99	111
- Cc1ccc(S(=O)(=O)c2nc(S(=O)(=O)c3ccc(C)cc3)c(Cl)s2)cc1
    -93*	-25*	-57*	-55*	-79*	26	87	-90*
- COc1cc([C@@H]2c3cc4c(cc3C(O[C@@H]3O[C@@H]5CO[C@@H](c6cccs6)OC5[C@H](O)[C@H]3O)C3COC(=O)[C@@H]32)OCO4)cc(OC)c1O (stereo partly specified)
    -37*	-0.1*	x	-19*	-59*	-20*	-3.7*	-29*
- CCOC(=O)C[C@@H]1C(=O)N2CC[C@@]3(C(=O)Nc4ccccc43)[C@@H]2C[C@@H]1C(=O)OCC
    x	105	97	107	101	105	108	95
- CCCCOc1nc2cc(Cl)ccc2cc1/C=C/C(=O)/C=C1/CC(c2cc3ccc(Cl)cc3nc2OCCCC)Nc2ccccc2N1 (stereo unspecified)
    100	105	99	99	119	104	102	98
- CC(=O)N1N=C(c2ccc(Br)cc2)CC1c1ccc(Oc2ccc(Br)cc2)cc1 (stereo unspecified)
    x	61	68	81	60	89	80	71
- CC1CCCN1c1ccnc2cc(Cl)ccc12 (stereo unspecified)
    100	91	92	99	100	90	124	95
- Nc1cc([N+](=O)[O-])ccc1Cl
    99	125	100	101	121	x	101	106
- CC(=O)O[C@H]1CC2CCC3C(CC[C@@]4(C)C3C[C@H]([N+]3(C)CCCCC3)[C@@H]4OC(C)=O)[C@@]2(C)C[C@@H]1N1CCCCC1 (stereo partly specified)
    95	109	111	91	106	108	65	121
- O=S(=O)(NCCCNc1nccc(-n2cnc3ccccc32)n1)c1ccc(Br)cc1
    95	45	87	84	71	81	90	104
- CS(=O)(=O)c1ccc(-c2[nH]c3ccc(F)cc3c2/C=N/NC(N)=S)cc1
    30	x	19	14	8.0*	39	28	56
- Cn1cc(NC(=O)c2cc(NC(=O)c3ccc(C#Cc4ccccc4)cc3)cn2C)cc1C(=O)NCCCN1CCOCC1
    -100*	22	-93*	5.0*	-70*	73	96	-85*
- N#Cc1c(Nc2ccccc2)nc2n(c1=O)-c1ccccc1Sc1ccccc1-2
    84	56	x	64	73	82	98	x
- Cc1nn(-c2ccccc2)c2ncc3c(c12)C(=O)N(c1ccccc1)C3=O
    95	107	88	99	123	99	104	119
- CCN(CC)c1ccc(N=C2C=C(C(=O)Nc3ccc(S(C)(=O)=O)cc3)C(=O)c3ccccc32)c(C)c1
    89	85	90	50	96	24	44	110

Copied from the list:
LOX IMVI, CC1CCCN1c1ccnc2cc(Cl)ccc12 (stereo unspecified) → 100
MDA-MB-468, CC(=O)O[C@H]1CC2CCC3C(CC[C@@]4(C)C3C[C@H]([N+]3(C)CCCCC3)[C@@H]4OC(C)=O)[C@@]2(C)C[C@@H]1N1CCCCC1 (stereo partly specified) → 106
MALME-3M, Cn1cc(NC(=O)c2cc(NC(=O)c3ccc(C#Cc4ccccc4)cc3)cn2C)cc1C(=O)NCCCN1CCOCC1 → -85*

Another view of part of the listing above:
Compound: Nc1cc([N+](=O)[O-])ccc1Cl
  LOX IMVI: 99
  T-47D: 125
  MCF7: 100
  MDA-MB-231: 101
  MDA-MB-468: 121
  BT-549: x
  HS 578T: 101
  MALME-3M: 106
Compound: CC(=O)O[C@H]1CC2CCC3C(CC[C@@]4(C)C3C[C@H]([N+]3(C)CCCCC3)[C@@H]4OC(C)=O)[C@@]2(C)C[C@@H]1N1CCCCC1 (stereo partly specified)
  LOX IMVI: 95
  T-47D: 109
  MCF7: 111
  MDA-MB-231: 91
  MDA-MB-468: 106
  BT-549: 108
  HS 578T: 65
  MALME-3M: 121
Compound: O=S(=O)(NCCCNc1nccc(-n2cnc3ccccc32)n1)c1ccc(Br)cc1
  LOX IMVI: 95
  T-47D: 45
  MCF7: 87
  MDA-MB-231: 84
  MDA-MB-468: 71
  BT-549: 81
  HS 578T: 90
  MALME-3M: 104

Next section
Field names – A = LOX IMVI; B = T-47D; C = MCF7; D = MDA-MB-231; E = MDA-MB-468; F = BT-549; G = HS 578T; H = MALME-3M
CCCCN(CCCC)c1cc(OCC)ccc1OCC
  A: 109	B: 112	C: x	D: 108	E: 101	F: 100	G: x	H: 113

COc1cc2c(Nc3ccc(Cl)c(Cl)c3F)ncnc2cc1OCC1C[C@@H]2CN(C)C[C@@H]2C1 (stereo partly specified)
  A: -93*	B: -6.7*	C: -72*!	D: -9.5*	E: -72*	F: -87*!	G: -17*	H: -35*

CC(C)(C)NC(=O)c1ccc(C(=O)NC(C)(C)C)cc1
  A: 106	B: 120	C: 103	D: 128	E: 105	F: x	G: 182	H: 116

NS(=O)(=O)c1ccc(C(=O)N/N=C/c2cn(S(=O)(=O)c3ccccc3)c3ccccc23)cc1
  A: 82	B: 72	C: 83	D: 83	E: 79	F: 107	G: 98	H: 77

CCOC(=O)c1c(-c2ccco2)c(C#N)c(=O)n(-c2cccc(C(F)(F)F)c2)c1N
  A: 97	B: 103	C: 98	D: 91	E: 102	F: 112	G: 98	H: 106

NC(=S)COc1ccccc1
  A: 100	B: 102	C: 89	D: 125	E: 101	F: 112	G: 107	H: 102

O=C(Nc1ccc2c(C(F)(F)F)cc(C(F)(F)F)nc2n1)c1ccccc1
  A: 97	B: 76	C: 56	D: 101	E: 80	F: 99	G: 116	H: 113

COc1ccc(NS(=O)C2CCCCC2)cc1 (stereo unspecified)
  A: 104	B: 93	C: 95	D: 111	E: 92	F: 108	G: 75	H: 96

CCOC(=O)c1ncc(-c2ccc(C(F)(F)F)cc2)c(NC2CCCCCC2)n1
  A: 104	B: 92	C: 92	D: 108	E: 96	F: 102	G: 101	H: 90

CCOc1ccc2nc(NCc3ccc(N(C)C)cc3)sc2c1
  A: 99	B: x	C: 96	D: 96	E: 106	F: 92	G: 97	H: 113

COc1c2ccoc2c(/C=C/C=O)c2oc(-c3ccccc3)cc(=O)c12
  A: -41*	B: 47	C: 32	D: 66	E: x	F: 41	G: 75	H: 98

CSc1nc(NC(=O)CN2CCN(c3cc4c(cc3F)c(=O)c(C(=O)O)cn4C3CC3)CC2)cc(=O)[nH]1
  A: 40	B: 94	C: 42	D: 99	E: 49	F: 91	G: 65	H: 66

O=C1NC(=S)NC1Cn1c(-c2ccccc2)nc2ccccc21 (stereo unspecified)
  A: 97	B: 96	C: 84	D: 94	E: 101	F: 111	G: 99	H: 113

COC(=O)c1cc(Cl)cc([N+](=O)[O-])c1O
  A: 114	B: 101	C: 113	D: 123	E: 95	F: 108	G: 107	H: 114

Cc1cc(C)nc(NS(=O)(=O)c2ccc(Nc3nc(-c4cccc([N+](=O)[O-])c4)cs3)cc2)n1
  A: 101	B: 79	C: 97	D: 107	E: 103	F: 89	G: 102	H: x

An excerpt of these results, as a markdown table.
| structure | LOX IMVI | T-47D | MCF7 | MDA-MB-231 | MDA-MB-468 | BT-549 | HS 578T | MALME-3M |
| --- | --- | --- | --- | --- | --- | --- | --- | --- |
| CCOC(=O)c1c(-c2ccco2)c(C#N)c(=O)n(-c2cccc(C(F)(F)F)c2)c1N | 97 | 103 | 98 | 91 | 102 | 112 | 98 | 106 |
| CC(C)(C)NC(=O)c1ccc(C(=O)NC(C)(C)C)cc1 | 106 | 120 | 103 | 128 | 105 | x | 182 | 116 |
| NC(=S)COc1ccccc1 | 100 | 102 | 89 | 125 | 101 | 112 | 107 | 102 |
| COc1cc2c(Nc3ccc(Cl)c(Cl)c3F)ncnc2cc1OCC1C[C@@H]2CN(C)C[C@@H]2C1 (stereo partly specified) | -93* | -6.7* | -72*! | -9.5* | -72* | -87*! | -17* | -35* |
| CCCCN(CCCC)c1cc(OCC)ccc1OCC | 109 | 112 | x | 108 | 101 | 100 | x | 113 |

Remaining list, next part.
Field names – A = LOX IMVI; B = T-47D; C = MCF7; D = MDA-MB-231; E = MDA-MB-468; F = BT-549; G = HS 578T; H = MALME-3M
COc1ccc(/C=C/C(=O)c2c(O)c(OC)c3c(c2OC)OCO3)cc1
  A: 97	B: 68	C: 82	D: 105	E: 77	F: 83	G: 114	H: 100

O=S1(=O)CCN(CCCCc2ccccc2)CC1
  A: 99	B: x	C: 106	D: 134	E: x	F: 93	G: 89	H: 120

NS(=O)(=O)c1ccc(N=C2NC(=O)/C(=C/c3coc4ccccc4c3=O)S2)cc1
  A: x	B: 94	C: 88	D: 104	E: 98	F: 104	G: 98	H: 98

Nc1nc(N)c(N=Nc2c(Br)cc(S(N)(=O)=O)cc2Br)c(=O)[nH]1
  A: 90	B: 90	C: 102	D: 110	E: 99	F: 96	G: 102	H: 85

COc1ccc(C(=O)COc2ccc3c(c2)O/C(=C\c2ccc(OC)c(OC)c2)C3=O)cc1
  A: 105	B: 101	C: 90	D: 92	E: 102	F: 105	G: 90	H: 117

O=C1CC(O)(C(F)(F)C(F)(F)F)Oc2ccccc21 (stereo unspecified)
  A: 74	B: 70	C: 52	D: 44	E: 63	F: 90	G: 75	H: 86

O=C(OCc1ccc2c(Cl)cc(Cl)c(O)c2n1)c1c[nH]c2ccccc12
  A: 44	B: 42	C: 43	D: 86	E: 58	F: 73	G: 65	H: 77

COc1ccc(-c2cc(-c3ccc(OC)c(OC)c3)nc(SCCCC(=O)NO)n2)cc1
  A: -79*	B: 4.3*	C: -22*	D: -10*	E: -31*	F: 8.1*	G: 4.1*	H: -6.9*

CC12SCC(C(=O)NCc3cccc(C(F)(F)F)c3)N1C(=O)c1ccccc12 (stereo unspecified)
  A: 100	B: 89	C: 86	D: 98	E: 98	F: 100	G: 97	H: 99

COc1ccc2c(c1)sc1nc(-c3ccccc3)c(-c3ccc(O)c(OC)c3)n12
  A: 62	B: 111	C: 93	D: 91	E: 107	F: 68	G: 85	H: x

COc1cc(C=C2C(=O)NC(=S)NC2=O)cc(CN2CCN(C)CC2)c1O
  A: 106	B: 106	C: 104	D: 100	E: 102	F: 117	G: 111	H: 109

O=NC1CC=CCC1c1ccccc1 (stereo unspecified)
  A: 104	B: 111	C: 108	D: 101	E: 104	F: 105	G: 125	H: 114

S=C1NC2(c3ccccc3)CCC(=S)N2c2ccccc21 (stereo unspecified)
  A: 100	B: 106	C: 108	D: 91	E: 112	F: 107	G: 101	H: 100

Rows are unselected; overall some 12% were active at least once.
